HIF-2a inh: HIF-2a inhibition; inhibition, % at 18.8 µM; 786-0 RCC cells HIF-2a reporter, luciferase luminescence, overnight; hit rate 0.72% among 360,000;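 active means inhibition of the luminescence signal of 40% or more relative to plate controls, in a single-dose primary screen at 18.75 µM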
CF NFkB block: blocks PAF-induced NF-kB reporter in cystic fibrosis cells; KKLEB NF-kB-GFP reporter, GFP fluorescence overnight; inhibition, % at 5 µM; hit rate 0.86% among 360,000; AID 588850;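 active means at least 50% inhibition at 5 µM, scaled per plate between neutral and stimulator controls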;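 further: PAF is a Pseudomonas aeruginosa culture filtrate used as stimulus; plate controls were PAF-stimulated DMSO wells for no effect and unstimulated DMSO wells for full effect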
TRPM1 prom inh: MITF TRPM1 promoter inhibition in SK-MEL-5 cells; SK-MEL-5 TRPM1 promoter luciferase, 24 h; hit rate 0.83% among 330,000; inhibition, % at 12.5 µM; AID 488899;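 active means mean inhibition across replicates of 60% or more, whatever share of single replicates reaches that level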; further: values of inactives mirror those of a sister screen read the other way
Shn3 3UTR inh: Schnurri-3 reporter inhibition in Clone20 osteoblasts; Clone20 osteoblast Shn3 3'UTR firefly luciferase, 24 h; inhibition, % at 12.5 µM; hit rate 0.52% among 360,000; AID 588674;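 active means mean inhibition of at least 75% with every replicate also reaching 75%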;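 further: 0% = median of neutral control wells and 100% = pilot-screen positive control compound; some compounds past the cut are filed as inactive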
LMP1 NFkB inh: inhibitors of Epstein-Barr LMP1-induced NF-kappaB reporter; LMP1-induced NF-kappaB luciferase reporter cells, luminescence; hit rate 0.69% among 350,000; inhibition, % at 12.5 µM; in the data active means inhibition above about 41%;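 further: 0% = neutral control wells and 100% = reference inhibitor control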
NR2E3 ag-1: agonists of human NR2E3 nuclear receptor | Q9Y5X4 | CHO-S Gal4-NCOR/VP16-NR2E3 two-hybrid, luciferase | inhibition of corepressor binding, % at 3.98 µM | hit rate 0.35% among 360,000 | AID 602229;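 active means inhibition above the mean of all tested compounds plus 3 SD, cut at about 70% in these data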;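 further: 0% = DMSO with NR2E3 transfected cells and 100% = cells lacking NR2E3 construct; higher means lower luciferase signal from less NR2E3 corepressor binding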
Target sequence (Q9Y5X4 whole entry, looked up, the tested form may be a part): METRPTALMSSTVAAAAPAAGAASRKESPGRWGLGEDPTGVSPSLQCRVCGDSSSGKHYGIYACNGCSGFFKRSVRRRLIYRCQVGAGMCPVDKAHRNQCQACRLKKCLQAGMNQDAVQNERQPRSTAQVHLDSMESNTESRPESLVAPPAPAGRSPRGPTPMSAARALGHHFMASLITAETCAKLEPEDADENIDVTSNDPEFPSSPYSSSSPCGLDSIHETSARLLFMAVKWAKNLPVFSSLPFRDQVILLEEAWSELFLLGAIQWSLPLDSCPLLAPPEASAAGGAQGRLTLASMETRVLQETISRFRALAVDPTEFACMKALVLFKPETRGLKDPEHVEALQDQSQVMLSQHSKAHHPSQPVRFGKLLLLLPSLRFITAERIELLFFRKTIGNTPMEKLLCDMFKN
C8 TRAIL sens: caspase-8 TRAIL sensitization; inhibition (viability loss, TRAIL sensitization), % at 10 µM; NB7+C8 cells + TRAIL, ATPlite viability luminescence; hit rate 1% among 360,000; AID 624354;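 active means compounds causing at least 50% loss of cell viability in the single-dose screen, relative to plate controls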
iPSC survival up: increases survival of single human iPS cells | hiPSC single-cell survival, ATPlite luminescence; 100% = ROCK inhibitor wells, 0% = DMSO | survival enhancement, % at 20 µM | hit rate 0.044% among 360,000 | AID 602274; in the data active means survival enhancement above about 18%;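 further: cells exposed to compounds for 16 hours before the ATP read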
Peg3 promoter: reduces Peg3 promoter-driven luciferase expression in HeLa; inhibition, % at 20 µM; hit rate 1.7% among 360,000; AID 588405; HeLa PEG-Prom luciferase reporter, luminescence, overnight;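 active means inhibition of at least 50% at 20 µM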
NR2E3 ag-2: agonists of human nuclear receptor NR2E3; Q9Y5X4; GST-NR2E3/biotin-RetCOR TR-FRET, 1536-well; inhibition of corepressor binding, % at 4.78 µM; hit rate 0.12% among 320,000; AID 2300;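 active means percent inhibition above the cutoff of mean plus 3 SD of all tested compounds, set per screening campaign, cut at about 20% in these data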;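 further: 0% = DMSO wells and 100% = biotin wells as full block of FRET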
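Assay system: NR2E3–RetCOR corepressor complex. Quantity: 1.35 nM GST-NR2E3. Buffer or medium: pH 7.5 Tris-based buffer. Reagent: biotinylated RetCOR corepressor at 7 nM final. Schedule: 5 h at 4 °C. Detection: TR-FRET, emission read at 617 and 671 nm. Replicates: one well per compound, singlicate testing.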
KKLEB cytotox: reduces viability of KKLEB cystic fibrosis airway cells; KKLEB CF airway cells viability, ATPlite luminescence, overnight; stronger effect = lower value; cells stimulated with P. aeruginosa culture filtrate; activity change (cytotoxicity), % at 5 µM; hit rate 0.36% among 360,000;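 active means corrected activity change at or below -50% at 5 µM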
* marks the source's active call; other numbers are inactive results; · = not tested or not shown. Only part of the results is shown; rates above refer to the full screens.

SMILES | CF NFkB block | NR2E3 ag-1 | NR2E3 ag-2 | HIF-2a inh | LMP1 NFkB inh | TRPM1 prom inh | Peg3 promoter | Shn3 3UTR inh | C8 TRAIL sens | KKLEB cytotox | iPSC survival up
O=C(CN(C(=O)c1ccc(Cl)cc1Cl)N1C(=O)C2C3C=CC(C3)C2C1=O)c1ccc(F)cc1 (stereo not given) | -2 | -6 | 0 | 6 | -24 | -1 | 4 | 2 | -16 | -12 | -2.5
CCN(C(=O)COC(=O)/C(=C/c1ccccc1)NC(C)=O)c1c(N)n(Cc2ccccc2)c(=O)[nH]c1=O | -7 | 22 | · | 1 | -2 | 2 | 5 | -37 | 0 | -5 | 0.5
O=C(COC(=O)CCc1ccccc1)NNC(=O)c1ccccc1 | 18 | -31 | · | 4 | 6 | 15 | -3 | -22 | -8 | -1 | -0.9
CC12CCC(=O)N1C(C(=O)Nc1cc(Cl)ccc1N1CCCC1)CS2 (stereo not given) | 15 | 3 | 3 | 5 | -1 | 0 | 9 | 6 | 1 | -10 | 0.9
O=C1CC(=O)Nc2cc(S(=O)(=O)N3CCN(c4cccc(C(F)(F)F)c4)CC3)ccc2N1 | -3 | -3 | 0 | 9 | -45 | 7 | 2 | -65 | -2 | 15 | -0.4
COc1ccccc1N1CCN(C(=O)c2sc3ncn(CC(=O)N4CCC(C)CC4)c(=O)c3c2C)CC1 | 9 | -1 | -1 | 5 | 3 | -7 | 1 | 6 | 13 | -1 | 0.0
COc1ccccc1C(=O)N/N=C/c1ccc2c(c1)OCO2 | -11 | -74 | 4 | -199 | -14 | -58 | -262 | -73 | 22 | -1 | -0.4
CC(C(=O)OCC(=O)Nc1cccc(S(=O)(=O)N(C)C)c1)N1C(=O)c2ccccc2C1=O (stereo not given) | 0 | -23 | 5 | 11 | -3 | 12 | 8 | 3 | 27 | 0 | 0.3
COC(=O)c1c(NC(=O)CN2CCC(C(N)=O)CC2)c2c(C)cccc2n1C | 5 | -2 | 1 | 7 | 3 | -1 | 23 | -1 | -16 | -2 | -1.6
O=C(CC1Nc2ccccc2NC1=O)NCC1COc2ccccc2O1 (stereo not given) | 3 | 6 | 0 | 8 | 2 | 1 | 3 | -19 | 0 | 1 | -3.1
Cc1ccc(S(=O)(=O)NNC(=S)Nc2cccc(F)c2)cc1 | -29 | 2 | -5 | 6 | -2 | 4 | 8 | 9 | -9 | 8 | -0.2
COc1ccc(NC(=O)OCCN2CCN(Cc3ccccc3)CCC2=O)cc1 | -7 | 2 | 2 | -46 | -15 | -20 | -34 | 7 | -1 | 4 | 3.0
CCOc1ccc(CNC(=O)C2CCN(c3nnc(C)c4c(C)n(-c5ccc(C)cc5)nc34)CC2)cc1 | -58 | -10 | -136 | 69* | -6 | 95* | 101* | 61 | 14 | -2 | -0.6
Clc1ccc(OCCSc2ncccn2)cc1 | 0 | -103 | -1 | -240 | -37 | -98 | -293 | -87 | -1 | 2 | -1.8
CN(CC(=O)NCc1ccncc1)S(=O)(=O)c1ccc(Cl)cc1 | -1 | -11 | 1 | 8 | 2 | -7 | 18 | -5 | -3 | -7 | -0.8
CCOc1ccc(N2C(=O)CC(N(C)Cc3ccccc3)C2=O)cc1 (stereo not given) | -11 | -17 | 2 | 12 | -4 | -9 | 2 | 8 | -2 | 9 | 3.4

Reformatted with two lines to a compound: entries from further up
Results follow in this order: CF NFkB block | NR2E3 ag-1 | NR2E3 ag-2 | HIF-2a inh | LMP1 NFkB inh | TRPM1 prom inh | Peg3 promoter | Shn3 3UTR inh | C8 TRAIL sens | KKLEB cytotox | iPSC survival up
O=C(CC1Nc2ccccc2NC1=O)NCC1COc2ccccc2O1 (stereo not given)
 : 3 | 6 | 0 | 8 | 2 | 1 | 3 | -19 | 0 | 1 | -3.1
Cc1ccc(S(=O)(=O)NNC(=S)Nc2cccc(F)c2)cc1
 : -29 | 2 | -5 | 6 | -2 | 4 | 8 | 9 | -9 | 8 | -0.2

Next results follow.
SMILES | CF NFkB block | NR2E3 ag-1 | NR2E3 ag-2 | HIF-2a inh | LMP1 NFkB inh | TRPM1 prom inh | Peg3 promoter | Shn3 3UTR inh | C8 TRAIL sens | KKLEB cytotox | iPSC survival up
Cc1ccccc1N1CC(C(=O)Nc2nnc(SCCN3CCOCC3)s2)CC1=O (stereo not given) | -8 | -7 | -4 | 11 | -3 | -3 | 8 | 5 | 4 | -6 | -0.6
O=S(=O)(c1ccccc1)N1CCc2ccccc2C1 | -1 | 3 | 5 | 9 | -11 | 7 | 6 | 12 | 12 | 0 | -0.5
OC(CN1CC=C(/C=C/c2ccc(Br)cc2)CC1)c1ccccc1 (stereo not given) | -4 | 16 | -1 | -1 | -20 | 1 | 12 | -1 | 11 | -10 | -0.2
OCC(O)CNC(=S)NC1CCCCC1 (stereo not given) | -1 | -6 | 1 | 9 | 4 | 7 | 12 | 5 | -4 | 17 | 0.2
N/C(=N\N=C\c1ccc(Br)o1)c1nonc1N | -8 | -66 | 2 | -354 | -26 | -114 | -313 | -104 | -2 | 1 | -0.1
Cc1noc(C)c1S(=O)(=O)N(C)C[C@H]1Oc2ccc(NC(=O)NC3CCCCC3)cc2C(=O)N([C@H](C)CO)C[C@@H]1C | -14 | -18 | · | 6 | -1 | -1 | 1 | -4 | -16 | 2 | 4.1
CS(=O)(=O)N(CC(=O)NC1CCCCC1)c1cccc(F)c1 | -15 | 5 | 1 | 6 | -3 | -3 | 4 | 4 | -2 | 12 | -0.2
O=C(CN1/C(=C(/O)c2ccccc2)C(=O)c2ccccc2S1(=O)=O)c1ccccc1 | -9 | 2 | -3 | 4 | 4 | 8 | 11 | -8 | 6 | 3 | -0.9
C/C(=N/NC(=O)CSc1nc2ccccc2n1C)c1ccco1 | 5 | -3 | 1 | -15 | 4 | -2 | 3 | -18 | 24 | 1 | -0.3
COC(=O)C1CSc2[nH]c(=O)sc2C1c1ccc(O)c(OC)c1 (stereo not given) | 2 | -19 | 1 | 19 | 5 | 7 | 21 | -7 | 0 | 2 | 1.8
COc1ccc(C(=O)N2CCCC(C)(C(=O)NS(=O)(=O)C3CC3)C2)cc1 (stereo not given) | -13 | 10 | · | 7 | · | · | -15 | -12 | -11 | 15 | -0.8
COc1ccccc1-n1cc(C(=O)N2CCCC(CO)(Cc3ccccc3C)C2)cn1 (stereo not given) | 14 | -12 | 3 | 4 | 2 | 4 | 10 | 6 | -10 | -9 | 0.4
CCCNC(=S)N1CCC(NC(=O)c2ccc(OC)cc2)CC1 | -12 | -3 | 1 | 21 | -1 | 4 | 3 | 6 | -4 | 10 | -0.5
O=C(Nc1ccc(S(=O)(=O)NCC2CCCO2)cc1)C1CC(=O)N(c2ccccc2)C1 (stereo not given) | 25 | -19 | 2 | 7 | 5 | 1 | 2 | 0 | -3 | -13 | -0.7
CC(=O)Nc1ccc(S(=O)(=O)NCc2csc(-c3cccnc3)n2)cc1 | -10 | -2 | 2 | 11 | -5 | 2 | 1 | 1 | 0 | -5 | 1.1
Cc1cccn2c(NC(=O)c3ccccc3F)c(-c3ccccc3)nc12 | -6 | -10 | -3 | -15 | -3 | 2 | -10 | 0 | -11 | -13 | 0.1
COc1cc(C(=O)NCC(=O)OCc2cc(=O)oc3c(C)c(C)ccc23)cc(OC)c1OC | -10 | -4 | 3 | 6 | -2 | -6 | -11 | -15 | -9 | 10 | -0.6
COc1ccc(OC)c(NC(=O)C2(C)CCN2CCc2ccccc2)c1 (stereo not given) | 19 | -13 | · | 4 | · | · | 27 | 19 | 14 | -2 | 1.1
O=C(COC(=O)C12CC3CC(CC(C3)C1)C2)NCc1ccccc1 | 21 | 9 | · | 3 | 4 | -3 | -1 | -28 | 4 | -4 | 0.4
C=CCNC(=S)N/N=C/c1ccc(C)cc1C | -21 | 4 | 1 | -126 | -4 | -15 | -66 | -12 | 22 | 5 | 0.4
CC(C)(C)c1cc(-c2csc(Nc3ccccc3)[n+]2Cc2ccc(C(=O)O)cc2)cc(C(C)(C)C)c1O | 49 | -23 | 0 | 20 | 4 | 18 | 22 | -4 | 7 | 3 | -0.5
O=C(CN1C(=O)NC2(CCCCC2)C1=O)Nc1ccc(Cl)cc1 | -2 | -7 | · | -13 | -1 | -8 | -6 | 5 | -11 | -7 | 0.6
C[n+]1ccc(CC2C(=[N+]([O-])[O-])C=Nc3ncnn32)cc1 (stereo not given) | -14 | -12 | · | 7 | -2 | 5 | 16 | 0 | -4 | 2 | 0.0
Cn1c(=O)n(C)c2cc([N+](=O)[O-])c(N3CCN(S(C)(=O)=O)CC3)cc21 | -2 | 35 | -1 | 9 | -3 | 2 | 6 | 14 | 2 | 6 | 0.9
CCOc1ccc2c(c1)C(c1ccccc1)=NNC(c1ccccc1)=N2 | -9 | -94 | -1 | -19 | -19 | -3 | -9 | -15 | -1 | 5 | -0.9
CCn1cc(C(=O)O)c(=O)c2cc(F)c(N3CCN(C(=S)NC(=O)c4cccc(F)c4)CC3)cc21 | 8 | -8 | -2 | 14 | 6 | 7 | 8 | -4 | 40 | -2 | 0.3
CCOc1cc(CN2CCCC(N3CCc4ccccc4C3)C2)ccc1O (stereo not given) | -11 | -1 | · | 12 | -2 | -1 | 16 | 9 | 3 | 0 | -0.9
CCOc1cc(C#N)ccc1OCC(=O)N1CCc2ccccc2C1 | -12 | 5 | 5 | 12 | -3 | -1 | 20 | 2 | -16 | -5 | -0.6
Nc1nnnn1/N=C/c1ccccc1OCc1ccc(Cl)cc1Cl | 0 | -8 | -2 | -23 | 13 | -1 | 0 | 14 | 10 | -3 | 3.8
CN(C)c1ccc(C2C=C(c3ccc(Cl)cc3OC(F)F)Nc3ncnn32)cc1 (stereo not given) | 12 | -15 | 0 | 5 | 4 | 25 | 16 | 5 | 6 | -20 | -1.6
C=CCc1c(C)nc(SCC(N)=O)[nH]c1=O | 0 | -11 | 2 | -12 | -1 | -5 | 5 | 2 | 8 | -8 | 0.1
Cc1nnc(SCC(=O)N2CCC(C(=O)Nc3nccs3)CC2)n1Cc1ccccc1 | 6 | -25 | · | 14 | 4 | -1 | 2 | 5 | -13 | -2 | -1.3
COCCNC(=O)CSc1nnc(CCCN2C(=O)c3cccc4cccc(c34)C2=O)n1-c1ccccc1 | -2 | -10 | -3 | 16 | -2 | -7 | 23 | -4 | -1 | 24 | -2.4
COCCn1c(C)cc(/C=C2/NC(=O)N(c3ccc(Cl)cc3)C2=O)c1C | -5 | 11 | 1 | -3 | -5 | -5 | 7 | -2 | -6 | 5 | -0.1
CN1CCN(C(=O)CCCOc2cc(=O)n(C)c3ccccc23)CC1 | -14 | -13 | 3 | -8 | -3 | 5 | 11 | -2 | 6 | 1 | 4.0
O=C(c1ccco1)n1nc(-c2ccccc2)nc1SCc1ccccc1 | 2 | -46 | 0 | -150 | -15 | -63 | -238 | -65 | 11 | -3 | 2.8
Cn1c(=O)oc2cc(S(=O)(=O)N3CCC(C(=O)NCc4cccs4)CC3)ccc21 | -7 | 6 | -1 | 2 | -6 | · | 6 | -7 | 13 | 4 | -0.3
